Screens from PubChem BioAssay.
NALP1 inh = NALP1 inhibition. S. cerevisiae NALP1/ASC/caspase-1 growth, X-gal OD620, 72 h. inhibition, % at 10 µM. 280,000 compounds, 0.61% hits; in the data active means inhibition mostly above about 24%, no sharp cut-off; inactive means mostly below about 32%; further: some compounds called inactive have numbers as strong as hits
GPR7 antag = blocks human GPR7 receptor signaling; P48145; GPR7-expressing cells, fluorescence antagonist assay; inhibition, % at 4.4 µM; 290,000 compounds, 1.1% hits; in the data active means inhibition above about 16%, passing the limit was not always enough;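 further: cells stimulated with the agonist NPW; 0% = agonist with vehicle and 100% = vehicle without agonist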
Target sequence (P48145 whole entry, looked up): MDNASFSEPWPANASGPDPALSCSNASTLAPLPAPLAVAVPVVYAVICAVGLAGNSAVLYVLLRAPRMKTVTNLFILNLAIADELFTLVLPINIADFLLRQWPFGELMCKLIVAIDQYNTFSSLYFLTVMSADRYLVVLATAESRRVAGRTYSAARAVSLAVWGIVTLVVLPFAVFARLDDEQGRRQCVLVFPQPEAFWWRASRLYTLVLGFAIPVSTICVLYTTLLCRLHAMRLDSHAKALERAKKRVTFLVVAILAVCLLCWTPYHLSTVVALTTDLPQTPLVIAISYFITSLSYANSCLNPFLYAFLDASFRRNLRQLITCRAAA
M18AAP inhibitor = blocks P. falciparum M18 aspartyl aminopeptidase | recombinant PfM18AAP, H-Glu-NHMec fluorogenic cleavage | inhibition, % at 7.35 µM | 290,000 compounds, 1.2% hits;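 active means inhibition above the campaign mean inhibition over all tested compounds plus 3 SD, cut at about 28% in these data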;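 further: 0% = plate median of test compound wells and 100% = 2 mM ZnCl2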
GalR3 antagonist = antagonists of human GalR3. 360,000 compounds, 0.44% hits. HEK293 GalR3-CNG cAMP membrane potential fluorescence; galR3 body fused to GalR1 C-terminus. inhibition, % at 3 µM. AID 651719. O60755;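 active means inhibition above the screen-wide average plus 3 SD, cut at about 13% in these data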;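 further: forskolin and galanin both at EC90 stimulate the cells; cAMP rise reported by CNG channel membrane potential dye signal; 0% = forskolin plus galanin with DMSO and 100% = forskolin alone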
Target sequence (O60755 1-299 limits assumed): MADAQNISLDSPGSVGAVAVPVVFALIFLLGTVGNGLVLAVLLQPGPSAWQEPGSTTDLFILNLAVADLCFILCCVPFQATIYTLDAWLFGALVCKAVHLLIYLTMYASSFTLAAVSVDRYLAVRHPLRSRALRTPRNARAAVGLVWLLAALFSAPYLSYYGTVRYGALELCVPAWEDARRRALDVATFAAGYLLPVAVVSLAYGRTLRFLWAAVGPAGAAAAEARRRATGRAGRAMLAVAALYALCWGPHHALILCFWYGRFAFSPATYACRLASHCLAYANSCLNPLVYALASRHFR
V1aR counter = activates human V1a receptor in oxytocin agonist counter-screen | P37288 | CHO-V1R cells, Fluo-8 calcium fluorescence, agonist mode; 0% DMSO, 100% 3 nM vasopressin | activation, % at 3 µM | 320,000 compounds, 0.25% hits | AID 2797;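 active means activation above the mean activation of all tested compounds plus 3 SD, per screening run, cut at about 20% in these data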;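 further: signal is peak over basal fluorescence ratio across a 100 second FLIPR read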
MEKK2 mut-MEK5 = signal of MEK5 binding to mutant human MEKK2 PB1 domain. percent response, % at 10 µM. 290,000 compounds, 0.35% hits. bead flow cytometry, Alexa488-MEK5 binding to MEKK2 mutant; in the data active means percent response above about 24%, passing the limit was not always enough; further: inactives centre near 1; some results filed as inactive read as strong as hits; reference of the scale not given here
MEKK2 WT-MEK5 = raises or lowers MEK5 binding to wildtype human MEKK2 PB1 domain. Q9Y2U5. bead flow cytometry, Alexa488-MEK5 binding to MEKK2 WT; actives lie on both sides. binding response (% of control), % at 10 µM. 290,000 compounds, 1.1% hits. AID 1531; in the data active means binding response below about 67% or above about 130%
OXTR potentiator = human OXTR potentiation. P30559. CHO-OTR cells, Fluo-8 calcium fluorescence, potentiator mode; 0% = oxytocin EC15, 100% = EC100. activation, % at 3 µM. 320,000 compounds, 0.061% hits;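 active means activation above that plate's cutoff, the mean activation of tested compounds plus 3 SD, cut at about 6.6% in these data, passing the limit was not always enough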;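 further: 100% uses oxytocin at 75 nM as the full agonist control; some results filed as inactive read as strong as hits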
Target sequence (P30559 whole entry, looked up): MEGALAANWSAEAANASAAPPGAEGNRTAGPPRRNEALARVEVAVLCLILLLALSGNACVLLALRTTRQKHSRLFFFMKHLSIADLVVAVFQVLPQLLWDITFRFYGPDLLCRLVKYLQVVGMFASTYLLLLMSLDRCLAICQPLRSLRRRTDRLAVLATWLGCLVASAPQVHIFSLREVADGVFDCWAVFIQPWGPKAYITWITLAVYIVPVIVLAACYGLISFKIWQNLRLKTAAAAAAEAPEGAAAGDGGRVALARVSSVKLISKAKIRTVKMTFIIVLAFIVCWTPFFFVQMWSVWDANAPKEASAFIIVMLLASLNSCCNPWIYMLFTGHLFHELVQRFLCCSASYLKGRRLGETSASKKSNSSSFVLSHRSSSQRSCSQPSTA
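Assay system: CHO-OTR cells, human receptor / Also added: oxytocin at about EC15, sub-maximal agonist stimulus / Dosing: single dose, 3.0 µM nominal final compound concentration / Incubation: 6 min pre-incubation, 100 s read / Technique: Fluo-8 calcium dye fluorescence / Read-out: % activation vs EC15 and EC100 oxytocin / Benchmarks: EC15 oxytocin low, 75 nM oxytocin high / Replicates: singlicate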
OXTR ag = agonists of human oxytocin receptor; CHO-OTR cells, Fluo-8 calcium fluorescence; normalized: DMSO 0%, oxytocin 100%; activation, % at 3 µM; 320,000 compounds, 0.32% hits; AID 2435;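 active means activation above the mean of all tested compounds plus 3 SD, cutoff set per screening run, cut at about 20% in these data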;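 further: peak over basal fluorescence ratio from a 100 s FLIPR kinetic read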
An asterisk follows results filed as active; . = no result given; [ ] = another dose, or the depositor's remark.

SMILES	NALP1 inh	GPR7 antag	M18AAP inhibitor	GalR3 antagonist	V1aR counter	MEKK2 mut-MEK5	MEKK2 WT-MEK5	OXTR potentiator	OXTR ag
CNC(=S)N1CCN(c2nc3ccccc3s2)CC1	10	-2	-6	-6	1.0	-2	106	-7	1.8
COC(=O)N/N=C/c1cc(C)n(-c2ccc(F)cc2)c1C	-6	-2	4	-2	0.9	-11	94	-6	-0.3
C/C(=N\NC(=O)CSCc1ccccc1Br)c1cccc([N+](=O)[O-])c1	14	-13	1	6	4.4	2	88	-6	4.5
CCOC(=O)c1c(-c2ccc(C)s2)csc1N	1	-4	23	-4	-0.1	0	104	-9	-2.4
COc1ccc(Cl)cc1NS(=O)(=O)c1ccc(S(=O)(=O)N2CCCC2)cc1	2	8	-1	-8	8.4	-6	90	-9	14
Nc1ccc2c(c1)COc1ccccc1O2	8	2	0	5	0.2	8	105	-5	0.9
CCC[C@H](CN[C@@H](CNC)[C@H](C)CC)NCCc1cc(C(F)(F)F)cc(C(F)(F)F)c1	22	24	5	-3	2.5	8	158*	-16	14
O=S(=O)(O)c1cc2oc(-c3ccccc3)nc2c2ccccc12	.	.	.	-3	0.7	.	.	-7	1.9
COc1ccc(-n2nnnc2SCC(=O)N2CCOCC2)cc1	27	-4	6	-1	0.9	5	106	-3	-0.8
O=C(CN1C(=O)/C(=C/c2ccccc2F)SC1=S)NC1C=CS(=O)(=O)C1 (stereo unspecified)	8	-16	26	-7	1.2	3	103	-3	-0.3
O=C(Cc1ccc(Cl)c(Cl)c1)Nc1ccc(S(=O)(=O)Nc2ncccn2)cc1	10	-6	-6	-8	-0.3	0	97	0	0.1
CCCOc1ccc(C2C(=O)N(C3CCCCC3)CC(=O)N2CCCOCC)cc1OC (stereo unspecified)	24	-9	-12	-6	-0.4	.	.	-2	-0.9
O=C(CSCC(=O)Nc1nccs1)Nc1ccccc1	27	0	8	1	0.1	6	106	-13	0.5
O=C(NC1CCCC1)C1CCC(=O)N1CCc1ccccc1 (stereo unspecified)	24	-5	0	-4	1.2	5	105	-3	-0.7
O=C(c1nc(-c2ccccc2)n(-c2ccccc2)n1)N1CCCCCC1	28	6	6	-4	-0.8	-7	89	3	-1.0
COc1ccccc1-c1nnc2sc(COc3ccc(Cl)cc3)nn12	46	9	-7	-6	0.1	.	.	-15	-0.4
CCC(=O)N1CCN(c2ccccc2NC(=O)COc2cccc(C)c2C)CC1	14	-4	-5	-1	0.4	8	112	-7	-0.6
CN(C)C(=O)c1cccn(Cc2ccc(C(F)(F)F)cc2)c1=O	8	-2	-2	-6	0.2	-4	102	-3	0.9
Cc1ccc(C(=O)OC(C)C(=O)N(C)C2CCCCC2)cc1S(=O)(=O)N1CCCCC1 (stereo unspecified)	.	.	.	-4	3.6	.	.	-5	-2.0
COc1cccc(CC(=O)Nc2ccccc2C(=O)N2CCOCC2)c1	7	-5	-1	-10	-0.2	2	103	-1	-0.8
O=C(Nc1ccc(Cl)c(S(=O)(=O)N2CCOCC2)c1)c1ccncc1	.	.	.	43*	1.9	.	.	1	1.7
O=c1oc([C@@H](O)c2ccccc2)cc2ccccc12	.	.	.	-3	0.8	.	.	3	0.4
CCS(=O)(=O)N1CCC(C(=O)NCc2ccc(F)cc2Cl)CC1	-2	-8	-5	-3	1.0	-5	92	-5	1.0
COC(=O)CCN(c1ccccc1)S(=O)(=O)c1cc(-c2cc(C)no2)ccc1OC	20	-5	0	-6	-1.1	-5	98	-7	-2.2
CCCn1ncc2c(Nc3ccc(C)c(C)c3)ncnc21	16	6	2	-9	-1.3	5	104	-4	-2.1
CC(C)CCOc1ccc(/C=N/N2C(=O)CSC2=S)cc1	-15	-11	27	-6	0.2	-1	102	-1	0.5
Cc1ccc(C(=O)NC(=S)Nc2ccc(S(=O)(=O)N(C)c3ccccc3)cc2)cc1	9	-7	-2	-1	0.7	-3	94	-4	0.8
O=C(CCn1nc(-c2ccccc2)ccc1=O)N1CCN(c2ccccn2)CC1	11	1	1	0	3.3	.	.	-11	0.3
O=C(CN1CCN(c2ccccc2O)CC1)Nc1ccnn1C1CCCC1	.	.	.	-7	1.9	.	.	-5	3.7
COc1ccc(-c2c(NC(=O)c3ccco3)n(-c3ccccc3)nc(C)c2=O)cc1	25	-6	-9	-4	-0.4	-13	99	0	0.4
Cc1cccc(CC2CC(=O)N(c3ccccc3)C2=O)c1 (stereo unspecified)	23	-10	-2	-4	-0.1	0	105	5	-0.4
CC(C)N1CCC(N2CCN(CC#Cc3ccccc3)CC2CCO)CC1 (stereo unspecified)	11	-12	-1	-6	-0.1	10	112	-8	-1.7
c1ccc(-c2noc(-c3cccs3)n2)nc1	-49	2	-8	.	-0.5	5	98	1	-0.8
Cc1ccccc1CC(=O)Nc1ccc2c(C)cc(=O)oc2c1	.	8	2	-5	1.5	0	102	-7	0.9
O=C(O)CSC(NC(=O)c1cccnc1)(C(F)(F)F)C(F)(F)F	.	0	-1	-2	1.1	3	106	-5	0.0
COc1cccc(NC(=O)c2cccs2)c1	10	-7	-3	-7	-0.4	7	111	-1	-0.5
COc1ccc(CC(=O)Nc2ccncc2Cl)cc1	5	-3	-7	63*	8.6	-4	102	-17	10
CCc1ncc(CN2CCC(C(=O)Nc3cccc(-c4cscn4)c3)CC2)cn1	13	-15	2	-5	-0.3	-4	101	3	-0.7
Cc1cc(C)nc(/N=C(\N)Nc2ccc(S(=O)(=O)O)cc2)n1	2	2	-16	-4	.	-1	100	.	.
Cc1ccc(OC(C)C(=O)Nc2ccncc2)cc1C (stereo unspecified)	15	-6	0	-11	6.8	-1	103	-25	14
CCOC(=O)Cc1csc(NC(=O)CC(C)(C)CC(=O)O)n1	25	-18	-2	6	0.7	25	131	-8	-0.2
C=CCN(CC=C)C(=O)c1cc(Cl)ccc1[N+](=O)[O-]	22	-5	-3	-1	-1.0	-1	96	0	0.5
S=C(NCc1ccco1)N1CCOCC1	15	0	-13	0	0.4	1	96	-6	-0.4
O=C(Nc1nccs1)c1ccc[nH]c1=O	-13	-7	1	-2	0.1	4	107	-8	1.0
O=C(CN(C(=O)c1csnn1)c1cccc(F)c1)NCc1ccc(F)cc1	7	-10	4	1	-0.7	7	105	-9	0.0
CC(C)(C)C1CCC(C(=O)OCC(=O)Nc2ccc3[nH]c(=O)[nH]c3c2)CC1 (stereo unspecified)	-1	-23	-7	0	-0.1	7	107	-10	0.0
O=S(=O)(Nc1ccc(Br)cc1)c1cccc(NC(=S)NCCN2CCOCC2)c1	-15	1	-3	-11	9.5	2	103	-10	3.3
O=c1cc(-c2ccsc2)oc2ccc(-c3ccc4cc[nH]c4c3)cc12	.	.	.	-3	0.3	.	.	-8	-0.1
CCNc1nc(N2CCCCC2)nc(-n2nnc(C(=O)OCC)c2C)n1	11	-11	-3	-4	-1.2	-12	61*[inhibitor]	3	-3.2
N#CCC(=O)NCCCOC(=O)Nc1ccc(Cl)c(Cl)c1	-13	-5	2	-1	7.3	1	99	-5	12

Four records picked at random from the list so far, as already listed:
SMILES	NALP1 inh	GPR7 antag	M18AAP inhibitor	GalR3 antagonist	V1aR counter	MEKK2 mut-MEK5	MEKK2 WT-MEK5	OXTR potentiator	OXTR ag
COc1ccc(Cl)cc1NS(=O)(=O)c1ccc(S(=O)(=O)N2CCCC2)cc1	2	8	-1	-8	8.4	-6	90	-9	14
CCC[C@H](CN[C@@H](CNC)[C@H](C)CC)NCCc1cc(C(F)(F)F)cc(C(F)(F)F)c1	22	24	5	-3	2.5	8	158*	-16	14
CCOC(=O)c1c(-c2ccc(C)s2)csc1N	1	-4	23	-4	-0.1	0	104	-9	-2.4
O=C(c1nc(-c2ccccc2)n(-c2ccccc2)n1)N1CCCCCC1	28	6	6	-4	-0.8	-7	89	3	-1.0

Carrying on.
SMILES	NALP1 inh	GPR7 antag	M18AAP inhibitor	GalR3 antagonist	V1aR counter	MEKK2 mut-MEK5	MEKK2 WT-MEK5	OXTR potentiator	OXTR ag
COC(=O)c1oc2ccccc2c1NC(=O)c1ccccc1O	1	-13	-7	-8	3.1	-1	95	-6	2.4
C=C(C)CSC1=C(C#N)C(c2ccccc2Cl)CC(=O)N1 (stereo unspecified)	1	-8	9	-1	.	6	104	.	.
O=C(Nc1ccn(Cc2ccc(Cl)cc2)n1)c1ccccc1	-1	-8	-9	-1	1.6	1	107	-5	0.5
Cc1ccc(S(=O)(=O)N(C)C)cc1NC(=O)COC(=O)COc1ccccc1[N+](=O)[O-]	7	-5	7	-4	0.4	-1	107	-7	0.7
COCC(=O)Nc1ccc(F)cc1	1	-10	-12	5	0.5	-2	100	-16	1.0
CCOC(=O)c1[nH]c(C)c(C(=O)OC)c1C	-4	-16	4	-6	0.1	-2	104	1	-0.6
CC(=O)Nc1ccc(S(=O)(=O)N(C)c2ccc(OCCOc3cccc(C)c3)cc2)cc1	.	.	.	-3	7.9	.	.	-10	8.8
CN(CC(=O)NCCc1ccc(F)cc1)Cc1cccc(Cl)c1	0	5	2	8	-1.7	-28	6.0*[inhibitor]	-8	-2.9
CCc1c(-c2n[nH]c(=S)n2Cc2ccccc2)csc1C	22	-5	13	-5	-1.4	-2	101	-3	-2.0
CC1=NN(c2ccccc2)C(=O)/C1=C\c1cn(C)c2ccccc12	-2	-2	-1	-4	-0.9	-4	77	-4	-1.3
O=C(NCCc1ccc(Cl)cc1)c1ccc(=O)[nH]c1	27	-15	-7	-12	0.4	2	102	-4	1.2
O=S(=O)(Nc1nc2ccccc2s1)c1cnc(Cl)c(Br)c1	19	-15	-2	-2	0.6	-2	95	-5	1.4
O=C(Nc1ccc(S(=O)(=O)NCC2CCCO2)cc1)C1CC(=O)N(c2ccccc2)C1 (stereo unspecified)	3	-1	0	-9	0.1	-8	94	-7	0.3
CCOC(=O)C1CCCN(c2c(N3CCN(c4ccccn4)CC3)c(=O)c2=O)C1 (stereo unspecified)	.	-4	-7	-2	-0.2	1	103	-1	0.6
CC1COC2C(O1)N(S(C)(=O)=O)CCN2S(C)(=O)=O (stereo unspecified)	-15	1	-7	-4	0.5	5	105	0	0.9
O=C(O)CCSc1nc2ccccc2n1CCOc1ccccc1	-6	-15	2	-6	0.8	1	105	-2	0.6
Cc1ccc(C(=O)NC(=S)N2CCN(C(=O)OC(C)(C)C)CC2)cc1Br	19	6	-4	2	0.0	-6	90	-6	-0.4
O=C(Nc1ccccn1)c1ccc2ccccc2c1O	18	-10	0	-4	1.0	6	105	-14	0.1
[O-]/C(=C(\C(=S)NCc1ccc2c(c1)OCO2)[n+]1ccccc1)c1ccc(Cl)s1	9	-5	3	-6	-0.6	-7	97	-7	0.6
C[C@@H]1CN([C@@H](C)CO)C(=O)c2cc(NS(C)(=O)=O)ccc2O[C@H]1CN(C)Cc1ccc(Oc2ccccc2)cc1	.	.	.	-1	0.2	.	.	-2	1.7
COC(=O)c1ccc(NC(=O)CSC2=NCCN2)cc1	19	0	6	3	0.3	1	110	-9	0.1
O=C(Cc1nnc(NC(=O)c2ccccc2)s1)N/N=C/c1ccco1	12	-11	22	-1	-0.1	5	99	-10	-0.7
Cc1ccc(/C=N/Nc2ccc(C(=O)O)cc2)s1	-6	-13	17	8	1.6	-1	100	-6	1.9
CCCn1ncc(CN2CCC(Cc3cccc(F)c3)(C(=O)OCC)CC2)c1C	9	3	-3	-5	3.8	2	103	-8	2.0
CN(C)C(=O)CN1C(=O)c2cccc3cccc1c23	8	12	-13	-2	0.9	-15	90	2	0.3
